# NR3A LBD binder = NR3A (human) ligand-binding domain modulation | NR3A LBD differential scanning fluorimetry, Tm shift; 0% = protein alone, 100% = glycine-bound protein | Tm shift relative to glycine control, % at 25 µM | actives 2.5% (n = 340,000) | AID 1259313;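 active = melting temperature shift of at least 10% of the positive control shift, at one fixed dose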
# MPTP inh = permeability transition pore inhibition; isolated mouse mitochondria, Ca2+ swelling absorbance, 30 min; inhibition, % at 10 µM; actives 1.4% (n = 360,000);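 active = inhibition of 50% or more, scaled per plate between neutral and stimulator controls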;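 note: 0% = DMSO wells given calcium and 100% = 1 mM EGTA wells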
# NLRP3 yeast inh = NALP3 inhibition in yeast; AID 2825; actives 0.39% (n = 330,000); inhibition, % at 10 µM; Yeast reconstituted NLRP3/ASC/caspase-1, beta-gal luminescence, 24 h;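 active = inhibition of 50% or more; inactive = inhibition below 50%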;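 note: plate controls were induced DMSO wells for no effect and uninduced yeast grown without galactose for full effect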
# APJ ag = APJ receptor agonism | AID 2520 | CHO-K1 APJ PathHunter beta-arrestin, luminescence; 0% DMSO wells, 100% apelin | actives 0.11% (n = 330,000) | activation, % at 20 µM | P35414;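 active = activation more than six SD over the plate average, tested at 20 µM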;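 note: 0% = DMSO alone and 100% = apelin-13 at 10 nM; some results filed as inactive read as strong as hits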
# Target sequence (P35414 whole entry, looked up): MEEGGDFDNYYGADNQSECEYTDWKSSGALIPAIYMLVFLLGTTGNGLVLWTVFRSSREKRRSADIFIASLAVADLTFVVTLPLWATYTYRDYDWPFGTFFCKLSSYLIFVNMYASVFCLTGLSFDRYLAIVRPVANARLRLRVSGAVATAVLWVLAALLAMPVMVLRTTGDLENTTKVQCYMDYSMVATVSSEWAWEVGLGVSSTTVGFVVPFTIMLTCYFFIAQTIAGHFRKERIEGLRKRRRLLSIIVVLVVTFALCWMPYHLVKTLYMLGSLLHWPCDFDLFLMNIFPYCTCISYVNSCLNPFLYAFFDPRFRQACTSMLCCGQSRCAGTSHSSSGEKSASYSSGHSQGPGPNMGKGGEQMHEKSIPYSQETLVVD
#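 Assay system: CHO-K1 APJ beta-arrestin complementation cell line / Compound: single test compound dose, 20 µM final, 1% DMSO / Times: overnight seeding, 90 min compound at 25 °C, 1 h detection / Technique: beta-gal luminescence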
# TIM10 inh = TIM10 yeast growth inhibition; actives 1.4% (n = 330,000); S. cerevisiae TIM10 strain growth, BacTiter-Glo luminescence, 24 h; inhibition, % at 10 µM; AID 463195;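 active = inhibition of 40% or more at the single tested concentration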;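 note: wild-type TIM10 isogenic control strain grown at permissive 25 °C; 0% = DMSO yeast wells and 100% = minimal medium wells without yeast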
# tim23-1 inh = inhibits growth of tim23-1 mutant yeast. S. cerevisiae tim23-1 growth, BacTiter-Glo luminescence, 24 h. inhibition, % at 20 µM. actives 1.3% (n = 330,000). AID 463212;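 active = growth inhibition of the mutant yeast at or above 50%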;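 note: temperature-sensitive mutant grown at 25 °C; plate controls were DMSO-treated mutant yeast for no effect and medium wells lacking yeast for full effect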
# tim10-1 inh = tim10-1 yeast growth inhibition; S. cerevisiae tim10-1 ts strain growth, BacTiter-Glo, 24 h; inhibition, % at 20 µM; actives 2.2% (n = 330,000); AID 463190;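 active = inhibition of at least 40%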;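 note: mutant grown at 25 °C; 0% = DMSO wells with yeast and 100% = wells holding no yeast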
# APJ antagonist = blocks the human apelin receptor APJ | inhibition, % at 20 µM | P35414 | actives 0.32% (n = 330,000) | CHO-K1 APJ beta-arrestin complementation, luminescence;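 active = inhibition above about 40% at 20 µM, limit read from the data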;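 note: cells challenged with 10 nM apelin-13 agonist together with compound; plate controls were apelin-13 plus DMSO wells for no effect and DMSO wells lacking apelin-13 for full effect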
# beta cell repl = MIN6 beta-cell proliferation induction; proliferation, % at 10 µM; MIN6 cells proliferation, ATPlite luminescence, 48 h; cells starved in 0.2% serum; 100% = growth in 10% serum; actives 0.29% (n = 330,000);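 active = compounds whose signal lies at least 3.5 SD above the mean of all wells on their plate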;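 note: 0% = DMSO-treated cells in low-serum medium and 100% = 10% serum control; some compounds called inactive have numbers as strong as hits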
# * marks the source's active call; other numbers are inactive results; · = not tested or not shown.
structure	NR3A LBD binder	MPTP inh	NLRP3 yeast inh	APJ ag	TIM10 inh	tim23-1 inh	tim10-1 inh	APJ antagonist	beta cell repl
O=C(COC(=O)c1cc(Cl)nc(Cl)c1)NCCc1ccc(F)cc1	2	-1.2	7	-2	-1	9	2	-3	1
COCCCNC(=O)N1c2ccccc2Sc2ccccc21	0	0.3	-5	-4	12	16	21	10	-4
COc1ccc(C2(c3ccc(OC)cc3)NC(=O)N(CC(=O)Nc3ccccc3C(F)(F)F)C2=O)cc1	3	3.4	12	1	0	6	6	-9	-5
COc1ccc(C(=O)Nc2ccc(CN3CCCCC3)cc2)cc1	-1	-3.0	10	-6	-17	-1	5	19	-2
N#CCCN(C(=O)COC(=O)CCc1ccccc1)c1ccccc1	-1	0.7	18	-1	15	2	-17	19	0
O=[N+]([O-])c1ccc2c(c1)nc1n2CCN(CC2CCCO2)C1 (stereo not drawn)	-1	-2.1	8	-1	12	13	13	7	1
Cc1ccc(SCc2cc(=O)n3ccsc3n2)c(C)c1	·	·	-3	-2	7	13	6	7	-2
CO/N=C(\C)C(Cc1ccc(Cl)nc1)Cc1ccc(Cl)nc1	2	1.0	10	-4	-6	11	9	10	-2
Cc1ccc(O)c(-c2cc(C(F)(F)F)[nH]n2)c1	-8	63*	18	-6	28	18	23	-2	-3
Cc1c(C(=O)Nc2c(F)cccc2F)sc2ncnc(N3CCN(c4ccccc4)CC3)c12	1	5.7	20	-4	20	22	34	-10	-5
Cc1ccc(S(=O)(=O)CCC(=O)OCC(=O)NCc2ccc(Cl)cc2)cc1	0	-1.0	3	-1	-3	11	20	9	-2
CN1CCC(OC(=O)c2ccc(Cl)cc2Cl)CC1	1	0.0	30	-2	-1	8	4	8	-1
COc1ccc(/C=C/C(=O)OCC(=O)NC2CCCCCC2)cc1OC	0	0.1	11	-1	-5	18	12	8	-4
CCOc1ccc(Br)cc1S(=O)(=O)NC1CC(C)(C)NC(C)(C)C1	-5	0.8	10	-1	1	1	-9	0	-1
N/C(COc1cc(Cl)cc(Cl)c1)=N\O	1	0.8	1	0	14	13	3	6	-1

# Next results.
structure	NR3A LBD binder	MPTP inh	NLRP3 yeast inh	APJ ag	TIM10 inh	tim23-1 inh	tim10-1 inh	APJ antagonist	beta cell repl
CC(=O)c1cccc(N(CC(=O)Nc2ccccc2F)S(C)(=O)=O)c1	1	-0.1	-2	1	-17	4	-10	3	-2
CCOc1cc2[nH]c(=O)n(CCCCCC(=O)NC3CCCC3)c(=O)c2cc1OCC	0	-1.2	4	-7	-1	-10	-8	9	-1
CC(C)NCC(O)COc1ccc(CCOCC2CC2)cc1 (stereo not drawn)	4	0.5	1	1	9	12	-7	17	-5
Nc1cc(N2CCCC2)c(Cl)cc1[N+](=O)[O-]	-3	1.2	26	-5	2	31	19	10	1
CCC(NC(=O)c1[nH]c(C)c(C(C)=O)c1C)c1ccc(Br)cc1 (stereo not drawn)	-5	8.8	8	1	1	4	-4	2	-4
Cc1ccc(CN2C(=O)C3CCCN3c3ccc(S(=O)(=O)N4CCOCC4)cc32)cc1 (stereo not drawn)	·	·	6	-1	10	1	14	7	2
Cn1cnnc1SCC(=O)N1CCN(C(=O)c2ccco2)CC1	1	-0.7	-2	-1	11	13	8	4	-1
COc1c2ccoc2nc2c(OC)c(OCC(OC(C)=O)C(C)(C)O)ccc12 (stereo not drawn)	-3	-0.9	3	-3	3	7	0	-30	1
COCCN(C(=O)CSc1nnc(-c2ccc(C)c(C)c2)o1)c1c(N)n(CC(C)C)c(=O)[nH]c1=O	·	-1.1	4	-3	14	-1	5	18	-2
O=C(NC(NC(=S)Nc1ccccc1C(=O)O)C(Cl)(Cl)Cl)c1ccco1 (stereo not drawn)	1	-4.1	2	-1	10	11	10	-25	0
COC(=O)c1ccc(Cl)c(NC(=O)CN(c2ccc3c(c2)OCO3)S(C)(=O)=O)c1	1	-2.1	-4	1	-1	8	15	10	-3
CC1(C)Cc2c(cnn2-c2ccccc2)C(=O)/C1=N\NC(=O)c1ccccc1O	-8	0.4	17	-6	30	45	2	14	2
O=C(CSc1nc(-c2ccccc2)cs1)N1CCN(C(=O)c2ccco2)CC1	-1	0.1	2	-5	15	19	44*	-6	1
CCOC(=O)c1cnc2c(-c3ccccc3)cnn2c1C	-1	1.4	24	-5	-14	-25	2	-3	-4
CCc1ccc(N2C(=O)CC(N3CCN(Cc4ccc5c(c4)OCO5)CC3)C2=O)cc1 (stereo not drawn)	0	-0.6	21	0	-4	10	1	6	1

# The results go on.
structure	NR3A LBD binder	MPTP inh	NLRP3 yeast inh	APJ ag	TIM10 inh	tim23-1 inh	tim10-1 inh	APJ antagonist	beta cell repl
CCCCN=C1NN=C(c2ccc(C)c(C)c2)CS1	-7	-0.8	12	-5	-15	8	21	4	-2
COc1cc(/C=C/C(=O)N2CCN(Cc3ccccc3)CC2)cc(OC)c1OC	1	0.1	25	-1	0	5	30	18	-1
COc1ccc(/C(C)=N/NC(=O)CNC(=O)/C=C\c2ccccc2)c(OC)c1	2	1.7	1	8	9	5	7	-60	0
O=C(Nc1ccc(-c2csc(Nc3ccccc3)n2)cc1)c1cccc(C(F)(F)F)c1	26*	1.3	18	-1	21	28	22	-12	-8
CCOc1ccc(C2c3c(oc4cc(C)c(C)cc4c3=O)C(=O)N2CCCN2CCOCC2)cc1 (stereo not drawn)	0	-0.1	7	-2	10	14	14	5	-3
Cn1nc(CC(=O)NC2CCCCCCCCCCC2)c2ccccc2c1=O	-9	2.4	11	1	0	8	14	22	0
CC(C)(C)n1nnnc1SCC(=O)Nc1nn(-c2ccccc2)nc1C(N)=O	-1	0.0	-2	-5	9	14	25	-14	-1
Cc1cc(C)c(NC(=O)CSc2nc(COc3ccccc3)nc3ccccc23)c(C)c1	1	1.8	13	-1	-6	24	23	6	-3
Nc1cc(Cl)ccc1Oc1ccc2ccccc2c1	-13	2.9	18	-4	9	28	61*	2	-2
CN(C)c1ccc(C(C(=O)NCC2CCCO2)N(C(=O)c2snc(C(N)=O)c2N)c2ccc3c(c2)OCO3)cc1 (stereo not drawn)	-2	-0.5	12	1	17	14	10	10	1
COC(=O)C(Cc1ccccc1)NC(=O)CC(C)CC(=O)Nc1ccc(OC)cc1OC (stereo not drawn)	-1	-0.7	13	-2	-3	0	-2	17	1
CCOC(=O)c1c(NC(=O)COC(=O)CC(NC(C)=O)c2ccccc2)sc(C(=O)NC)c1C (stereo not drawn)	-6	1.3	9	-1	7	-1	5	16	3
CCNS(=O)(=O)c1ccc(NC(=O)CC(C)c2ccccc2)cc1 (stereo not drawn)	0	0.0	6	0	5	13	14	11	0
CCc1cccc(CC)c1NC(=O)C1CCN(C(=O)c2ccco2)CC1	0	-3.3	25	-1	7	3	-17	-7	2
Cc1nc2ccccc2c2oc(C(=O)NCC3CCCO3)cc12 (stereo not drawn)	-1	-5.3	12	-1	-12	1	20	9	-2

# The list continues.
structure	NR3A LBD binder	MPTP inh	NLRP3 yeast inh	APJ ag	TIM10 inh	tim23-1 inh	tim10-1 inh	APJ antagonist	beta cell repl
CCn1cc(C(=O)O)c(=O)c2cc(F)c(N/N=C/c3ccccc3)cc21	2	8.6	1	-3	-21	-27	7	-22	0
CC(=O)Nc1ccc(Sc2ccccc2C(=O)Nc2ccc(F)cc2)cn1	3	-0.9	7	0	8	11	9	5	-3
CCCCCCC(=O)Oc1cccc(N2C(=O)C3CCCCC3C2=O)c1 (stereo not drawn)	2	0.9	17	-2	11	28	18	-14	-5
Cc1ccccc1NS(=O)(=O)c1cc(S(C)(=O)=O)ccc1C	-1	0.7	0	-4	-14	5	-11	4	-1
COc1ccc(CC(=O)OCC(=O)NCc2ccc(F)cc2)cc1	-1	0.1	6	-5	3	11	20	4	2
CN1CCC(N(C)C(=O)c2ccc(Cl)c(S(=O)(=O)N3CCCCC3)c2)CC1	0	2.1	11	1	-1	-11	-10	-10	2
COc1ccc(NC(=O)CSc2ccc3c(c2)OCCO3)cc1	1	-0.2	11	-2	3	23	13	7	-5
CCOc1c2ccc(C(=O)NCc3ccc4c(c3)OCO4)cc2nn1CCOC	0	0.4	-2	0	1	19	9	5	-2
COc1cccc2cc(C(=O)NCc3ccco3)c(=Nc3ccc(C(=O)O)cc3)oc12	4	-0.2	-6	1	5	26	3	9	-3
COc1ccc(NC(=O)CC2SC(N3CCOCC3)=NC2=O)cc1OC (stereo not drawn)	1	-2.5	12	-2	1	-6	-15	1	-4
O=C(N1CCc2[nH]c3ccccc3c2C1)C(F)(F)F	1	-0.1	23	-5	1	32	-8	-1	-2
Cc1cccc(C(=O)N2CCN(Cc3nc4sc5c(c4c(=O)[nH]3)CCCC5)CC2)c1	-4	-1.2	3	-3	21	2	13	-3	-2
O=C1NC(=Nc2ccc(O)cc2)S/C1=C\C=C\c1ccco1	7	3.0	4	-7	1	-23	-10	-1	-4
O=C(CSc1n[nH]c(-c2ccccc2F)n1)Nc1cc(F)ccc1F	1	-0.3	10	4	2	33	-2	0	-4
O=C(NCCCCNCCCNC(=O)c1ccccc1)c1ccccc1	1	-1.7	24	-3	-2	-6	-9	4	2

# (list continues)
structure	NR3A LBD binder	MPTP inh	NLRP3 yeast inh	APJ ag	TIM10 inh	tim23-1 inh	tim10-1 inh	APJ antagonist	beta cell repl
O=C(CCNS(=O)(=O)c1ccccc1F)OCc1ccccc1Cl	0	-0.5	22	-5	6	47	10	16	-3
CC(C(=O)NC(=O)NC1CCCCC1)N(C)CC(=O)Nc1ccc(F)c(F)c1F (stereo not drawn)	0	-0.8	11	1	5	22	12	3	-3
CCOc1ccc(Cc2nc(C)c(CC(=O)N3CCOCC3)c(=O)[nH]2)cc1	1	1.2	14	-3	-11	12	14	-21	-2
O=C(c1cccs1)N1CCc2ccccc21	-2	-0.3	15	-3	7	25	-3	-9	-2
CCOc1ccc(/C=C2\SC(=S)NC2=O)cc1OC	-4	0.0	25	-5	22	24	29	18	-4
FC(F)(F)c1ccc(Cl)c(-n2c(-c3cc(C4CC4)[nH]n3)n[nH]c2=S)c1	2	0.0	12	1	-13	11	12	-6	-1
S=C(Cc1ccc(Cl)cc1)N1CCOCC1	0	-0.8	-15	0	-2	6	-2	12	-3
CCCCOC(=O)C1CCCC(C(=O)OCCCC)N1 (stereo not drawn)	0	-2.3	8	-4	4	14	18	-8	-1
O=C(NC(CO)C(O)c1ccc([N+](=O)[O-])cc1)C(Cl)Cl (stereo not drawn)	1	·	11	-5	-2	5	3	8	1
O=C(CNc1cc([N+](=O)[O-])ccc1NCCO)Nc1cccc(S(=O)(=O)N2CCCCC2)c1	3	7.8	14	-5	-3	10	4	26	-5
COc1ccc(C(=O)NC(=S)Nc2cccc(NC(=O)c3ccco3)c2)cc1[N+](=O)[O-]	12*	1.7	1	-1	-39	-15	8	24	0
O=C(NCc1cccnc1)C12CC3CC(CC(Cl)(C3)C1)C2	-1	1.3	26	-2	0	7	12	-10	-1
COC(=O)c1ccccc1NC(=O)CC(NCc1ccccc1)C(=O)O (stereo not drawn)	-4	·	-1	-4	-1	6	13	22	4
CC1(C(=O)CSc2n[nH]c(-c3ccccc3Cl)n2)CCC(=O)O1 (stereo not drawn)	·	·	5	-19	13	17	4	-24	0

# Structures from the list above containing bromine:
structure	NR3A LBD binder	MPTP inh	NLRP3 yeast inh	APJ ag	TIM10 inh	tim23-1 inh	tim10-1 inh	APJ antagonist	beta cell repl
CCOc1ccc(Br)cc1S(=O)(=O)NC1CC(C)(C)NC(C)(C)C1	-5	0.8	10	-1	1	1	-9	0	-1
CCC(NC(=O)c1[nH]c(C)c(C(C)=O)c1C)c1ccc(Br)cc1 (stereo not drawn)	-5	8.8	8	1	1	4	-4	2	-4
